CCT modulator: High-Throughput Screening for Modulators of Cytosolic Chaperonin Activity. purified chaperonin ATPase assay, HTRF ADP detection, 30 min. activity change, % (concentration not given with the values), hits read low. 360,000 compounds, 0.3% hits. AID 651819, 2012; in the data active means activity change below about -30%; further: on the % scale 0 is the no-effect control and ±100 the full control effect
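Enzyme 40 or 20 nM (batch-dependent) in Tris pH 7.4/KCl/MgCl2/DTT; cpd 76 uM single point; ATP 10 uM; 30 min 37 °C; Transcreener ADP HTRF detection, 30 min RT; ratio 665/615.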
DRD3 antagonist: qHTS of D3 Dopamine Receptor Antagonist: qHTS; D(3) dopamine receptor (Homo sapiens), P35462; 360,000 compounds, 2.5% hits; AID 652054, 2013; D3R cells, DiscoveRx beta-arrestin luminescence, antagonist mode; hits give low values; max response, negative = inhibition, %; in the data active means max response below about -50%; inconclusive means no clear call, values can overlap the other calls; further: on the % scale 0 is the no-effect control and ±100 the full control effect; mostly tested at two doses, the higher about 12 µM
Target sequence (P35462 whole entry, looked up): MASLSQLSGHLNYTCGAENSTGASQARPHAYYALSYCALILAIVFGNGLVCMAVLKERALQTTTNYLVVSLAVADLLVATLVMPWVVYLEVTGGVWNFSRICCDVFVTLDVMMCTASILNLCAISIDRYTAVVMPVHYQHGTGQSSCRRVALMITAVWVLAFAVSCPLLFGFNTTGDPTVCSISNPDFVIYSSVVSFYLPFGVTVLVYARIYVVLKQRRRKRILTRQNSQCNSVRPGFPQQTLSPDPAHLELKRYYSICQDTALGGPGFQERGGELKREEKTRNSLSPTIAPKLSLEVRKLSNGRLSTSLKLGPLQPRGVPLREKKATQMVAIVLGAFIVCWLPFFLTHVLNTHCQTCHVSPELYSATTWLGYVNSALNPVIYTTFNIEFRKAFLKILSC
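Cells plated overnight at 1500 cells/well, then exposed to library compounds with dopamine controls for 90 minutes at 37 degrees C. DiscoveRx reagent added for 30–60 minutes at room temperature; luminescence read, quantitative HTS format.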
PTHR1 ag: qHTS for PTHR1 Agonists: Primary Screen. Parathyroid hormone/parathyroid hormone-related peptide receptor (Homo sapiens), Q03431. HEK293 GP2 PTHR1 cells, GloSensor cAMP luminescence, 1 h. Potency, µM (top dose mostly 115 µM), for the others: top-dose activation, usual class: activators. 410,000 compounds, 0.075% hits. AID 743266, 2014; further: potency means the concentration at half of the fitted maximal effect; nearly all actives have a fitted effect of over 55% in size; some results filed as inactive show a strong effect at the top dose; inactives centre near -15; many of its hits are not listed in these tables
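HEK-293-derived GP2 cells expressing PTHR1 and a GloSensor cAMP reporter, 3,000/well, plated overnight, given luciferin plus IBMX (each 0.5 mM as added) for 1 h at 37 °C, then compound for 1 h at 37 °C. Luminescence was read after 15 min at room temperature.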
EPAC2 ag: qHTS for Agonist of cAMP-regulated guanine nucleotide exchange factor 4 (EPAC2): primary screen; Rap guanine nucleotide exchange factor 4 (Homo sapiens), Q8WZA2; EPAC2 activation, biochemical qHTS; response scale: 100% = 6.5 mM cAMP response; Potency, µM (doses to about 154 µM), inactives show top-dose activation, hits mostly activators; 360,000 compounds, 0.079% hits; AID 720711, 2013; further: potency means the concentration at half of the fitted maximal effect; nearly all actives have a fitted effect of over 50% in size
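Guanine nucleotide exchange by EPAC2 is measured as reduced fluorescence of BODIPY-GDP once it is released from 250 nM Rap1B. Plates are read kinetically for 30 min at room temperature; results are scaled to 6.5 mM cAMP.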
Mm-Cpn inhibitor: Inhibitors of TCP-1 ring complex (TRiC) of Methanococcus maripaludis (MmCpn): qHTS. Chaperonin Mm-Cpn (Methanococcus maripaludis). purified Mm-Cpn ATPase, ADP Transcreener TR-FRET. Potency, µM (series often up to 76.9 µM), for inactives: top-dose activity, negative = inhibition, most hits filed as inhibitors. 330,000 compounds, 0.031% hits; further: potency means the concentration at half of the fitted maximal effect; on the % scale 0 is the no-effect control and ±100 the full control effect; nearly all actives have a fitted effect of over 80% in size
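Compound-treated chaperonin, 25 nM final, turns over 10 uM ATP at 37°C for 30 min following a 10 min preincubation; ADP generated competes with ADP-d2 for Eu-cryptate antibody, lowering FRET.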
DRD3 agonist: qHTS of D3 Dopamine Receptor Agonist: qHTS | D3R DiscoveRx beta-arrestin cells, luminescence, 90 min | max activation, % | D(3) dopamine receptor (Homo sapiens), P35462 | 410,000 compounds, 0.58% hits; in the data active means max activation above about 30%; further: 0% is about no effect; mostly tested at two doses, the higher about 12 µM
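Agonist mode: compounds and dopamine controls were applied to plated cells for 90 min at 37 degrees C after an overnight attachment at 1500 cells/well. Luminescent read-out followed 30 - 60 minutes at room temperature with DiscoveRx detection reagent.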
pAkt inh: HTS Assay for Inhibitors of Akt Phophorylation: Primary Screen | AID 651550, 2012 | activity change, % for hits at 50 µM | 360,000 compounds, 0.32% hits | Neuro2A IGF-stimulated pAkt S473 HTRF, 20 min; hits give low values; in the data active means activity change below about -80%; inconclusive means mostly about -51% to -80%; further: on the % scale 0 is the no-effect control and ±100 the full control effect
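Neuro2A cells in DMEM with 0.5% FBS, overnight at 37 deg C, given compound at single 50 µM final, then IGF (6 nM final) for 20 min at 37 deg C. Lysed; phospho-Akt Ser473 by HTRF after 24 h, 665/615 ratio.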
EPAC2 antag: qHTS for Antagonist of cAMP-regulated guanine nucleotide exchange factor 2 (EPAC2): primary screen; AID 720708, 2013; 360,000 compounds, 0.18% hits; EPAC2 GEF exchange of Rap1B-BODIPY-GDP, fluorescence; Rap guanine nucleotide exchange factor 4 (Homo sapiens), Q8WZA2; Potency, µM (highest dose often 114 µM), for the others: at the highest dose activity, negative = inhibition, actives largely listed as inhibitors; further: potency means the concentration at half of the fitted maximal effect; on the % scale 0 is the no-effect control and ±100 the full control effect; nearly all actives have a fitted effect of over 45% in size; many of its hits are not listed in these tables
The depositor's hits bear a star; i = inactive; ? = inconclusive; nt = not tested or not shown; [ ] = dose if it differs, or a comment. Unless noted, the call rests on the fitted dose curve; in most records, active means well fitted curve in the direction sought with a large enough effect; inconclusive means small, poorly fitted or top-dose-only effect, or another doubt; inactive means no such curve, though single readings can be large; an effect the other way counts as inactive or inconclusive. The list is partial; the hit share may differ from the screen's.

SMILES	CCT modulator	DRD3 antagonist	PTHR1 ag	EPAC2 ag	Mm-Cpn inhibitor	DRD3 agonist	pAkt inh	EPAC2 antag
c1ccc(C(c2nnnn2C2CCCC2)N2CCCCCC2)nc1 (stereo not drawn)	-1.5	-19.2	19.6%[57.5 µM]	13.8%	-1.3%	-18.4	i	-0.4%
CC(=O)Nc1ccn(-c2ccccc2)n1	-2.8	7.1	i	3.0%	0.6%	3.3	i	8.2%
O=Cc1c(N2CCN(c3ccccc3)CC2)nc2ccccn2c1=O	0.5	12.6	-14.4%	3.4%	2.9%	-0.8	i	-8.1%
CCOc1ccc(C(=O)NCCc2cnc[nH]2)cc1	-2.9	1.9	i	6.9%	-1.0%	2.0	i	0.2%
O=C(NCCCN1CCCCC1)C1CCC(CNS(=O)(=O)c2cccc3nsnc23)CC1 (stereo not drawn)	-1.2	9.8	i	-1.0%	2.2%	1.4	i	-0.6%
O=c1oc2ccccc2cc1-c1csc(Nc2nc3c(F)cccc3s2)n1	0.5	1.8	-29.6%	1.4%	-3.8%	-5.9	i	11.1%
O=C(c1cc(Cl)c(=O)n(Cc2ccc(Cl)cc2)c1)N1CCOCC1	-4.6	-11.1	i	14.0%	?	-10.0	i	-23.5%
Cc1ccccc1CSCCNC(=O)c1ccc(Cl)c(S(=O)(=O)N2CCOCC2)c1	0.2	18.5	-17.1%[57.5 µM]	10.2%	-0.6%	-0.5	i	-1.8%
Cc1cccc(C)c1NC(=O)CNC(=O)Cc1c[nH]c2ccccc12	2.0	10.2	i	6.8%	-13.0%	-10.0	i	15.0%
Cc1ccc(CCN2CC(C(=O)NCCN3CCCCCC3)CC2=O)cc1 (stereo not drawn)	-0.8	?	i	-16.9%	-2.7%	0.8	i	9.6%
O=C(c1noc2c1CCCC2)N1CCc2c([nH]c3ccccc23)C1c1ccccn1 (stereo not drawn)	-1.3	0.7	-1.5%	9.7%	-0.2%	2.9	i	-4.7%
Cc1nnc(SCCCn2c(N3CCCCC3)nc3c2c(=O)[nH]c(=O)n3C)s1	-0.2	17.6	i	-3.0%	0.8%	1.2	i	8.5%
COC(=O)c1ccc(NC(=O)CSc2nnc(CNc3ccc(F)cc3)n2C)cc1	1.4	16.5	8.7%[57.5 µM]	4.6%	-8.3%	5.8	i	5.5%
COC(=O)Cc1ccc(O)c(N)c1	0.8	16.1	-7.0%	-2.5%	-0.9%	-12.9	i	-8.4%
CS(=O)(=O)c1nc(S(=O)(=O)c2ccc(Cl)cc2)c(N2CCN(CCO)CC2)s1	0.7	-13.0	i	2.9%	-1.1%	-5.8	i	-4.9%
Cc1ccc(N(Cc2cc(=O)[nH]c3ccccc23)C(=O)CCl)c(C)c1	1.6	13.4	-3.3%	-15.1%	-1.3%	0.9	i	-7.3%
O=C(CSc1nc(C(F)(F)F)cc(=O)[nH]1)N1CCCCCC1	1.0	-2.2	-7.9%	2.9%	0.9%	3.5	i	2.0%
O=C(Cn1cncn1)N/N=C/c1cccnc1	1.5	-14.7	-4.1%	3.1%	2.0%	6.5	i	0.6%
O=C(COC(=O)c1ccccc1Nc1ccccc1)NCc1ccccc1	1.5	-9.3	-55.4%[inhibitor]	15.9%	2.1%	-2.2	i	25.3%
C=CCNc1nc(C(=O)OCC(=O)c2ccc(C)c([N+](=O)[O-])c2)cs1	-2.6	-3.4	-19.1%	-0.5%	-0.1%	3.4	i	-5.3%
COc1cc(OC)cc(-c2nc(=S)n3ccsc3n2)c1	-2.3	-19.6	-0.7%	16.1%	0.9%	-0.7	i	-5.2%
COc1ccc(OC)c(NC(=S)NCCN2CCOCC2)c1	-3.1	?	-5.3%	-2.9%	0.6%	-7.6	i	13.4%
O=C(NC(Cc1c[nH]c2ccccc12)C(=O)O)/C(=C/c1ccc(F)cc1)NC(=O)c1ccccc1 (stereo not drawn)	-1.0	-7.2	4.7%	11.5%	-2.8%	1.3	i	0.6%
O=C(Nc1ccc(Cl)cc1)N1CCN(C(=O)C2CCCO2)CC1 (stereo not drawn)	-0.8	9.4	-19.0%	-1.4%	2.9%	6.6	i	1.9%
COc1ccc(NC(=O)CCS(=O)(=O)c2cc3c(cc2C)NC(=O)CO3)cc1	0.0	-4.7	-16.9%	-2.1%	-0.4%	-6.4	i	16.9%
Cc1c(N(C)C(=O)C2CCCN2S(=O)(=O)c2ccccc2)c(=O)n(-c2ccccc2)n1C (stereo not drawn)	2.3	16.8	-24.3%	1.2%	-0.2%	17.0	i	10.1%
CCC(C)(C)NC(=O)CN(C(=O)CCC(=O)Nc1nccs1)c1ccccc1C	-6.6	17.2	i	-5.3%	-1.4%	10.2	i	-4.0%
COc1ccc2c(C(=O)CN(C)C3CCCCC3)c[nH]c2c1	3.0	-16.6	i	5.3%	-2.4%	-9.9	i	11.2%
Cc1cc(-c2ccc(S(=O)(=O)NCc3ccc(F)cc3)cc2)on1	0.6	1.3	i	-3.1%	-0.8%	-4.4	i	12.8%
Cc1ccccc1C(=O)NNC(=S)NC(=O)c1cccs1	-4.4	22.9	-3.2%	-7.5%	-0.3%	1.1	i	5.1%
COc1ccccc1OCC(=O)Nc1sc2c(c1C(N)=O)CCC2	-0.4	-11.9	-30.4%[inhibitor]	3.8%	-0.3%	0.0	i	1.8%
COc1ccc(NC(=O)COC(=O)CCC(=O)c2cccs2)cc1OC	-2.0	1.2	i	-4.5%	2.4%	-3.0	i	5.1%
COc1ccc(S(=O)(=O)NCCC(=O)NCc2ccc(F)cc2)cc1	2.0	17.7	i	0.2%	-0.5%	9.8	i	9.8%
CC1(C)CCC[C@]2(C)[C@H]3CC(=O)O[C@]3(C)CC[C@@H]12	-3.6	0.0	i	2.9%	-0.3%	4.3	i	7.7%
Cn1c(Cn2cnc([N+](=O)[O-])n2)nnc1SCC(=O)Nc1ccccc1	-1.0	10.2	i	3.8%	1.7%	11.3	i	5.1%
O=C(NCCc1c[nH]c2ccccc12)/C(=C\c1cccnc1)NC(=O)c1ccccc1Br	-1.0	85.5	i	7.3%	2.9%	2.0	i	-14.0%
CCN(CC)CCn1c2c(c(SCC(=O)Nc3ccc(C(C)C)cc3)nc1=O)CCCC2	-2.2	9.9	-18.4%	-3.5%	-0.1%	-1.0	i	-6.3%
Cc1cc(C(=O)NCCC2=CCCCC2)no1	0.1	1.5	i	6.0%	2.0%	-2.6	i	15.5%
CSc1ccccc1-n1nnnc1SCc1ccccc1	-0.3	-3.7	i	15.2%	2.6%	-7.2	i	8.1%
COCCNc1ncnc2c1ncn2[C@H]1CN(Cc2ccc(-c3ccccc3)cc2)C[C@@H](CO)O1	-1.8	1.3	-29.1%	10.9%	nt	2.8	i	7.6%
CC12CCC(c3c(C(=O)N4CCOCC4)nn(-c4ccccc4)c31)C2(C)C (stereo not drawn)	1.5	13.6	-0.4%	3.3%	-0.4%	8.3	i	0.0%
C=C(C)C(=O)OCC(O)COc1ccc(C(C)(C)c2ccc(OCC(O)COC(=O)C(=C)C)cc2)cc1 (stereo not drawn)	-5.3	65.8	-56.8%[inhibitor]	-7.6%	1.1%	71.1*	i	-21.8%
CCC(C)NC(=O)C1c2cc(OC)c(OC)cc2C(=O)N(C)C1c1ccc(OC)cc1 (stereo not drawn)	0.3	24.2	-2.7%	10.0%	-0.6%	1.7	i	-4.4%
CCN(CC)C(=O)C1=C(C)N(CCC2=CCCCC2)C(=O)C(CC(=O)NCC2CCCCC2)C1 (stereo not drawn)	0.6	-12.6	-10.9%	1.1%	nt	4.1	i	-3.2%
O=C(Nc1ccccc1)C1=C(N2CCOCC2)/C(=C/c2cccnc2)CC1	3.4	-18.8	-2.6%[57.5 µM]	4.3%	-3.2%	-3.2	i	9.1%

Assay outcomes from PubChem BioAssay.
